NSD2 inh: NSD2 (human) methyltransferase inhibition; actives 0.54% (n = 310,000); O96028; inhibition, % at 12.5 µM; AID 743445; NSD2 peptide methylation, AlphaScreen, 120 min; in the data active = inhibition above about 50%
Target sequence (O96028 whole entry, looked up): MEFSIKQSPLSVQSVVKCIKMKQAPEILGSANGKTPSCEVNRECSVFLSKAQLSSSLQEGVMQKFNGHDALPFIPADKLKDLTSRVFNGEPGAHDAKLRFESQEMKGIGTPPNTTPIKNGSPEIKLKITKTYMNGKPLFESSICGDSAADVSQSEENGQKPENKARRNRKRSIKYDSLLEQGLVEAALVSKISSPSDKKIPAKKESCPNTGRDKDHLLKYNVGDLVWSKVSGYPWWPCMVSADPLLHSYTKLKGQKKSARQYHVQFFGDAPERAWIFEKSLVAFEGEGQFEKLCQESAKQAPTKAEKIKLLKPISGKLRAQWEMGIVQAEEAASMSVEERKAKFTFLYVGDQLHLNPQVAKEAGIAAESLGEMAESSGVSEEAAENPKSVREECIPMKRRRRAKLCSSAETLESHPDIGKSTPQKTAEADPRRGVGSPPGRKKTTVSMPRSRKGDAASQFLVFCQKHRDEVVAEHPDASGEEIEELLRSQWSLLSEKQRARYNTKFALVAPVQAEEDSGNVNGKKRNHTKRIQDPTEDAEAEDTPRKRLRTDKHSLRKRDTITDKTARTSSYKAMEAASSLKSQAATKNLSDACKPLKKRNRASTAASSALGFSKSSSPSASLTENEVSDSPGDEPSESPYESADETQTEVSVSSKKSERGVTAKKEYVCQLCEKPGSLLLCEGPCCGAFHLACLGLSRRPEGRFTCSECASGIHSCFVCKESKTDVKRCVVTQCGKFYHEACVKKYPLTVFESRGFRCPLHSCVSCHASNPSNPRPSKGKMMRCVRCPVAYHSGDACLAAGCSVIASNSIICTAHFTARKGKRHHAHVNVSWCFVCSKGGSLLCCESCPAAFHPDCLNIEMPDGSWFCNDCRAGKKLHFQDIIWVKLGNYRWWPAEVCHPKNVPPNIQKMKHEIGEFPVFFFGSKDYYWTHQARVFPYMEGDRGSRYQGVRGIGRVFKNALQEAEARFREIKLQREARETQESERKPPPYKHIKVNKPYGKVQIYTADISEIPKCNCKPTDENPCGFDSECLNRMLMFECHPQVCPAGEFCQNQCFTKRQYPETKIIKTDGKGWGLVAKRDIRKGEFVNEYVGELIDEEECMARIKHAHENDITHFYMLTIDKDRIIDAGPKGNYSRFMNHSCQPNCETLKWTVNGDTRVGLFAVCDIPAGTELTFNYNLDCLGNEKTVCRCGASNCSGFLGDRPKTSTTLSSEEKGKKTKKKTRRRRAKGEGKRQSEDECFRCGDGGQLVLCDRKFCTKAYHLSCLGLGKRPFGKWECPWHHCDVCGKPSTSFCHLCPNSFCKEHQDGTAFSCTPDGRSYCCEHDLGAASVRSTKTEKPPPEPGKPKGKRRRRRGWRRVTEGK
* = called active by the depositor. Not all compounds are listed; rates above refer to the full screens.

Screening CCOc1ccccc1NC(=S)C(=C([O-])c1ccc2c(c1)OCCO2)[n+]1ccc(CC)cc1 returned NSD2 inh -2.
`CC(C)N1CCc2c(sc(NC(=O)C(F)(F)F)c2-c2nc3ccccc3s2)C1` gave NSD2 inh -7.
C#CCNC(=O)c1csc([C@@H]2O[C@H](CO)[C@@H](O)[C@H]2O)n1 was read as NSD2 inh -2.
CSc1ccc(CN2CCC2(C)C(=O)NCc2cccc(C(F)(F)F)c2)cc1 (stereo unspecified) was read as NSD2 inh 2.
For Cn1ncc2c(=S)[nH]c(=S)[nH]c21 the results were NSD2 inh 0.
CCc1ccc2c(c1)NC(=O)C2(C)Cc1ccccc1OC (stereo unspecified) was read as NSD2 inh 0.
CC1(C(=O)NS(=O)(=O)c2cccc(F)c2)CCN1C(=O)Cc1ccccc1Cl (stereo unspecified) was read as NSD2 inh 4.
Screening COC(=O)c1cnc(Nc2nc(C(N)c3ccccc3Cl)cs2)nc1C(F)(F)F (stereo unspecified) returned NSD2 inh -2.
CN(C(=O)[C@@H]1CC=C[C@@H]2CCN(C3CCCCC3)C(=O)[C@@H]21)c1ccccc1 was read as NSD2 inh -1.
`CC1(C(=O)NS(=O)(=O)c2cccc(Cl)c2)CCN1C(=O)CCc1cccs1` (stereo unspecified) gave NSD2 inh 1.
`COc1cccc(CNC(=O)[C@H]2CCCN2C(=O)[C@H]2CCCN2C(=O)c2ccc(C)c(C)c2)c1` gave NSD2 inh -2.
For CCOC(=O)C1(C)CCCN(C(=O)c2cccs2)C1 (stereo unspecified) the results were NSD2 inh -2.
Cc1cccc(NC(=O)[C@H]2CC(=O)O[C@@H]2c2ccccc2)c1C was read as NSD2 inh 5.
Screening NC(=O)c1cccc(-c2ccnc3c2CC(C(=O)Nc2cccc(Oc4ccccc4)c2)O3)c1 (stereo unspecified) returned NSD2 inh -5.
Screening CCCC1CCC2(CCCN2CCOC(=O)NCc2ccccc2)CC1 (stereo unspecified) returned NSD2 inh -1.
For CCCCOCCCNC(=O)C[C@@H]1C[C@@]2(C(=O)OC)CC(C)(C)CC=C2N(Cc2cccc3ccccc23)C1=O the results were NSD2 inh -1.
CCOC(=O)N(C)c1c(CC)nc2c(OCc3cccc(Cl)c3)cccn12 was read as NSD2 inh 11.
Screening O=C(CSc1nc2ccccc2c(=O)[nH]1)NC1CCCCC1 returned NSD2 inh -3.
Screening CC(C)(C)c1ccc(C(=O)N2CCC2(C)C(=O)Nc2ccc3nc[nH]c3c2)cc1 (stereo unspecified) returned NSD2 inh 2.
For CCCCNC(=O)C1C(c2ccccc2)=Nc2ccccc2N1C(=O)c1ccc2c(c1)OCO2 (stereo unspecified) the results were NSD2 inh 1.
CC(C)NC(=O)c1cc(C2CCCCN2C(=O)OCCF)on1 (stereo unspecified) was read as NSD2 inh -1.
Screening COc1cccc(-c2cnc3c(NC=O)cc(-c4ccoc4)cn23)c1 returned NSD2 inh 4.
Screening COc1ccc(CC(N)c2csc(NC(=O)Nc3ccccc3Oc3ccccc3)n2)cc1 (stereo unspecified) returned NSD2 inh 19.
For CNc1ncnc2c1ncn2[C@H]1CN(CCOC)C[C@@H](CO)O1 the results were NSD2 inh -1.
COc1ccc(C)c(NC(=O)[C@@H]2CCCN2S(=O)(=O)c2cccc3cccnc23)c1 was read as NSD2 inh -3.
For CCOC(=O)c1c(NC(=O)CSc2nnc(C)c(=O)[nH]2)sc(C)c1C the results were NSD2 inh 1.
`CCC(C(=O)NC(C)(C)C)n1c(-c2cccc(NC(C)=O)c2)nc2ccccc21` (stereo unspecified) gave NSD2 inh -2.
Screening NC(Cc1ccc(Cl)cc1)c1csc(Nc2ccc(S(N)(=O)=O)cc2)n1 (stereo unspecified) returned NSD2 inh 3.
For CC(C)C(N)c1csc(NC(=O)Nc2cccc(Cl)c2)n1 (stereo unspecified) the results were NSD2 inh 8.
`Cc1cccc(NC(=O)Nc2ccccc2C(=O)N2CCCC2)c1` gave NSD2 inh -1.
For OCc1ccccc1-c1ccc2nncn2c1 the results were NSD2 inh -5.
For COc1ccc(-n2c(CSc3ccc(Cl)cc3)n[nH]c2=S)cc1 the results were NSD2 inh 3.
Screening Cc1ccc(C(NC(=O)C2CCN(Cc3ccc(Oc4ccccc4)cc3)CC2)c2ccccn2)cc1 (stereo unspecified) returned NSD2 inh 4.
Screening CC(C)NC(=O)C1(C)CCN1C/C=C/c1ccccc1 (stereo unspecified) returned NSD2 inh -4.
For S=c1[nH]nc(-c2cc(-c3ccccc3)n[nH]2)n1N=Cc1cccc(OCc2ccccc2)c1 the results were NSD2 inh 0.
`CN(Cc1ccccc1)C(=O)OCc1cn(Cc2ccccc2C(F)(F)F)nn1` gave NSD2 inh -2.
`CN(C)c1ccc(C=Cc2ccnc3ccccc23)cc1N` gave NSD2 inh -4.
For CCC(=O)N1CCCC(C)(C(=O)Nc2ccc(OC(F)F)cc2)C1 (stereo unspecified) the results were NSD2 inh 0.
For Cc1c(N/C(=N/S(=O)(=O)c2ccc(Cl)cc2)c2ccccc2)c(=O)n(-c2ccccc2)n1C the results were NSD2 inh 0.
Screening COC(=O)/C=C/C(=O)N1CCN(c2cccc(Cl)c2)CC1 returned NSD2 inh 1.

By substructure: the entries above containing an aryl thioether with sulfur outside any ring (4)
CSc1ccc(CN2CCC2(C)C(=O)NCc2cccc(C(F)(F)F)c2)cc1 (stereo unspecified) was read as NSD2 inh 2.
Screening O=C(CSc1nc2ccccc2c(=O)[nH]1)NC1CCCCC1 returned NSD2 inh -3.
For CCOC(=O)c1c(NC(=O)CSc2nnc(C)c(=O)[nH]2)sc(C)c1C the results were NSD2 inh 1.
For COc1ccc(-n2c(CSc3ccc(Cl)cc3)n[nH]c2=S)cc1 the results were NSD2 inh 3.

By substructure: those above with two or more sulfur atoms
`CC(C)N1CCc2c(sc(NC(=O)C(F)(F)F)c2-c2nc3ccccc3s2)C1` gave NSD2 inh -7.
For Cn1ncc2c(=S)[nH]c(=S)[nH]c21 the results were NSD2 inh 0.
`CC1(C(=O)NS(=O)(=O)c2cccc(Cl)c2)CCN1C(=O)CCc1cccs1` (stereo unspecified) gave NSD2 inh 1.
For CCOC(=O)c1c(NC(=O)CSc2nnc(C)c(=O)[nH]2)sc(C)c1C the results were NSD2 inh 1.
Screening NC(Cc1ccc(Cl)cc1)c1csc(Nc2ccc(S(N)(=O)=O)cc2)n1 (stereo unspecified) returned NSD2 inh 3.
For COc1ccc(-n2c(CSc3ccc(Cl)cc3)n[nH]c2=S)cc1 the results were NSD2 inh 3.

Other compounds follow:
For CC1(Oc2ccccc2-c2ccn[nH]2)CCN(Cc2ccc(OC(F)(F)F)cc2)C1 (stereo unspecified) the results were NSD2 inh 0.
`CCCS(=O)(=O)NC(=O)C1(C)CCN(C(=O)c2ccc(F)cc2Cl)C1` (stereo unspecified) gave NSD2 inh -2.
Screening Cc1ccccc1-c1cc2nc(Oc3cccc(F)c3)n(C)c(=O)c2s1 returned NSD2 inh -3.
`OC(c1ccco1)c1nc(-c2cccs2)cs1` (stereo unspecified) gave NSD2 inh 1.
Screening COc1ccc(Cn2cc(COC(=O)NCC(C)C)nn2)cc1 returned NSD2 inh -1.
CNc1nc(NCc2ccccc2)c2sccc2n1 was read as NSD2 inh 0.
For CC1(C(=O)NS(=O)(=O)c2cccc(Cl)c2)CCN1C(=O)Cc1cccs1 (stereo unspecified) the results were NSD2 inh 0.
`CCOC(=O)C1(Cc2ccccc2)CCN(Cc2cn(C(C)=O)c3ccccc23)CC1` gave NSD2 inh 4.
For Cc1cccc(CCNC(=O)Cn2ncc3c2-c2cc(C)ccc2OC3)c1 the results were NSD2 inh 1.
Screening COc1cc(C(O)c2nc(-c3ccccc3OC)cs2)ccc1F (stereo unspecified) returned NSD2 inh 0.
Screening CCc1nc2ccc(C(=O)NCCNC(C)=O)cn2c1N(C)CCCc1ccccc1 returned NSD2 inh 34.
Screening CCOC(=O)C1CCCN(c2cc(NCCCO)c([N+](=O)[O-])c3nonc23)C1 (stereo unspecified) returned NSD2 inh 31.
CC(=O)c1cccc(-c2ccnc3c2CC(C(=O)NCc2ccccc2)O3)c1 (stereo unspecified) was read as NSD2 inh -4.
COc1ccc(C)c2sc(NNC(=O)COc3ccccc3)nc12 was read as NSD2 inh -2.
For Cc1cc(NC(=O)CCN2C(=O)/C(=C/c3ccccc3F)SC2=S)no1 the results were NSD2 inh -3.
CC(C)(C)c1ccccc1NC(=O)Nc1nc(C(N)c2ccccc2)cs1 (stereo unspecified) was read as NSD2 inh 2.
For CCOC(=O)c1cc(NC(=O)COC)ccc1O the results were NSD2 inh 2.
For Cc1ccc2oc(-c3cccc(NC(=O)Cn4cnc5c(=O)n(C)c(=O)n(C)c54)c3)nc2c1 the results were NSD2 inh -2.
Screening CCCCS(=O)(=O)N1C2=NC(C(=O)OCC)=C(C(=O)OCC)C3N(Cc4ccc(C#N)cc4)c4ccccc4[C@]23C[C@H]1C(=O)OC (stereo partly specified) returned NSD2 inh -1.
`O=C(Nc1ccc(F)c(Cl)c1)c1csc([C@H]2C[C@H](O)[C@@H](CO)O2)n1` gave NSD2 inh 1.

An excerpt from above in order of length of the SMILES, descending:
`CCCS(=O)(=O)NC(=O)C1(C)CCN(C(=O)c2ccc(F)cc2Cl)C1` (stereo unspecified) gave NSD2 inh -2.
Screening CCc1nc2ccc(C(=O)NCCNC(C)=O)cn2c1N(C)CCCc1ccccc1 returned NSD2 inh 34.
For Cc1cc(NC(=O)CCN2C(=O)/C(=C/c3ccccc3F)SC2=S)no1 the results were NSD2 inh -3.
COc1ccc(C)c2sc(NNC(=O)COc3ccccc3)nc12 was read as NSD2 inh -2.
`OC(c1ccco1)c1nc(-c2cccs2)cs1` (stereo unspecified) gave NSD2 inh 1.

The results go on.
For C[C@H]1CNCCN1c1ccc(N2CCS(=O)(=O)CC2)c(C#N)c1 the results were NSD2 inh 5.
COc1ccc(C(C)(O)c2nc(-c3ccc(N(C)C)cc3)cs2)cc1 (stereo unspecified) was read as NSD2 inh 9.
COc1cccc(-c2cnc3c(NC=O)cc(-c4ccc(N(C)C)cc4)cn23)c1 was read as NSD2 inh 2.
CC(Cl)C(=O)N1CCC(C(=O)NC2CCCc3ccccc32)CC1 (stereo unspecified) was read as NSD2 inh 5.
For CC(C)=CCn1c2ccc(NC(=O)NCc3ccc(F)cc3)cc2c(=O)n1C the results were NSD2 inh 0.
Screening COc1ccccc1CC1(C)C(=O)Nc2c(Cl)cccc21 (stereo unspecified) returned NSD2 inh -1.
`Cc1ccc(NC(=O)C2CCCC2)c(C)c1` gave NSD2 inh 1.
CN(C)CCNc1ncnc2c1ncn2[C@H]1CN(Cc2cccnc2)C[C@@H](CO)O1 was read as NSD2 inh 1.
`COc1ccc(NS(=O)(=O)c2ccc(NC(=O)c3cnn4c(C(F)F)cc(-c5ccc(C)cc5)nc34)cc2)cc1` gave NSD2 inh 1.
Screening COc1ccc(NC(=O)c2cc(C3CCCCN3C(=O)OCC(C)C)on2)c(C)c1 (stereo unspecified) returned NSD2 inh -2.
`COCCNc1nc(Nc2ccccc2Cl)c2sccc2n1` gave NSD2 inh -5.
Screening Cc1cnc(CNc2nc3cc(-c4ccccc4C)sc3c(=O)n2C)cn1 returned NSD2 inh -4.
For O=C(Nc1ccccc1)N1CCN(Cc2nc3ccccc3c(=O)[nH]2)CC1 the results were NSD2 inh -4.
For N#Cc1ccc(OCC(=O)Nc2cc(S(=O)(=O)N3CCOCC3)ccc2N2CCCC2)cc1 the results were NSD2 inh 32.
For CC(C)[C@H](NC(=O)[C@H](C)NC(=O)OC(C)(C)C)C(=O)N1CCC2CCN(Cc3ccccc3)CC21 (stereo partly specified) the results were NSD2 inh 12.
Screening Cc1ccc(S(=O)(=O)NC(=O)C2(C)CCN2C(=O)c2c(C)noc2C)cc1 (stereo unspecified) returned NSD2 inh 0.
For CCn1c(=O)n(CC(=O)N2CCCC2)c(=O)c2ccccc21 the results were NSD2 inh 0.
COc1cccc(-c2nnc(SCC(=O)Nc3ccc(OCc4ccccc4)cc3)n2Cc2ccco2)c1 was read as NSD2 inh -2.
For O=C1NC[C@H](CC2CCCCC2)N(CCC23CC4CC(CC(C4)C2)C3)C1=O the results were NSD2 inh 1.
For CC(C)C(OC(=O)c1oc2ccccc2c1CSC1CCCCC1)C(=O)NC(N)=O (stereo unspecified) the results were NSD2 inh -2.
Cc1cc(C)nc(Nc2nc(C(N)c3ccccc3)cs2)n1 (stereo unspecified) was read as NSD2 inh 10.
For O=C(NCc1cccs1)c1ccc2sc(COCCO)nc2c1 the results were NSD2 inh -7.
CCN(CC)C(=O)c1cccc(-c2csc(C(NC(C)=O)c3cccc(OC)c3)n2)c1 (stereo unspecified) was read as NSD2 inh -28.
For O=C(Nc1cccc(F)c1)Nc1nnc([C@@H]2C[C@H](O)[C@@H](CO)O2)s1 the results were NSD2 inh 1.
`CO[C@@H]1CN(C)C(=O)c2cc(NC(=O)C3CC3)ccc2OC[C@H](C)N(C(=O)CN2CCOCC2)C[C@@H]1C` gave NSD2 inh 12.
`Cc1occc1-c1nnc(SCC(=O)Nc2ccncc2)n1-c1ccccc1` gave NSD2 inh 3.
`CCc1nc2ccc(C(=O)N3CCCC(C(N)=O)C3)cn2c1N(C)Cc1ccc(OC)cc1` (stereo unspecified) gave NSD2 inh 3.
Screening CC1(C(=O)NS(=O)(=O)c2ccccc2)CCN1C(=O)c1ccccc1CCc1ccccc1 (stereo unspecified) returned NSD2 inh -2.
`COc1cc(OC)nc(C(NC(=O)C2CCN(Cc3ccc(Oc4ccccc4)cc3)CC2)c2ccccc2C)n1` (stereo unspecified) gave NSD2 inh 4.

Compound activity as filed in PubChem.
